Screening data from PubChem.
ssDAF-12 act – S. stercoralis DAF-12 nuclear receptor activators, primary screen, cell-based, luminescence, HEK293, GRIP1 co-expression, lit1-tk-luc. Nuclear hormone receptor DAF-12 (Strongyloides stercoralis). HEK293 ssDAF-12/GRIP1 lit1-tk-luc reporter; % of 3 µM dafachronic acid response. activation, % at 6.8 µM. actives 1% (n = 370,000);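 active means activation above the mean over all tested compounds plus 3 SD, cut at about 0.9% in these data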;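 further: 0% = DMSO-only wells and 100% = 3 µM delta7-dafachronic acid wells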
hcDAF12 agonist – H. contortus DAF-12 nuclear receptor activators, primary screen, cell-based, luminescence, HEK293, lit1-tk-luc reporter; actives 1.4% (n = 370,000); HEK293 hcDAF-12 lit1-tk-luc reporter; 0% DMSO, 100% Δ7-dafachronic acid; activation, % at 6.8 µM; AID 652067, 2013;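 active means activation above the mean of all tested compounds plus 3 SD, cut at about 5.5% in these data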;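 further: 100% = response to 3 µM Δ7-dafachronic acid high control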
PG9 Ab binder – binders of HIV-1 gp120 antibody PG9, primary screen, biochemical, TR-FRET. actives 0.43% (n = 360,000). HIV-1 gp120 / PG9 antibody interaction. TR-FRET gp120-PG9 antibody binding. AID 624416, 2012. inhibition, % at 6.7 µM; in the data active means inhibition above about 8.5%
SMARCA2 activ – SMARCA2 (BRM) function activators, primary screen, cell-based, luminescence, high throughput | MG213 cells, MMTV-luciferase reporter, dexamethasone, overnight | activation, % at 9.1 µM | actives 1% (n = 370,000); in the data active means activation above about 7.8%;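 further: 0% = vehicle wells and 100% = reference activator wells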
NPR1 activator – GC-A stimulated cGMP production enhancers – HEK293 GC-A cells, cGMP TR-FRET, EC30 ANP, primary screen; Atrial natriuretic peptide receptor 1 (Homo sapiens), P16066; actives 0.14% (n = 370,000); activation, % at 10 µM; 0% at EC30 ANP, 100% saturating ANP; in the data active means activation above about 40%
Target sequence (P16066 whole entry, looked up): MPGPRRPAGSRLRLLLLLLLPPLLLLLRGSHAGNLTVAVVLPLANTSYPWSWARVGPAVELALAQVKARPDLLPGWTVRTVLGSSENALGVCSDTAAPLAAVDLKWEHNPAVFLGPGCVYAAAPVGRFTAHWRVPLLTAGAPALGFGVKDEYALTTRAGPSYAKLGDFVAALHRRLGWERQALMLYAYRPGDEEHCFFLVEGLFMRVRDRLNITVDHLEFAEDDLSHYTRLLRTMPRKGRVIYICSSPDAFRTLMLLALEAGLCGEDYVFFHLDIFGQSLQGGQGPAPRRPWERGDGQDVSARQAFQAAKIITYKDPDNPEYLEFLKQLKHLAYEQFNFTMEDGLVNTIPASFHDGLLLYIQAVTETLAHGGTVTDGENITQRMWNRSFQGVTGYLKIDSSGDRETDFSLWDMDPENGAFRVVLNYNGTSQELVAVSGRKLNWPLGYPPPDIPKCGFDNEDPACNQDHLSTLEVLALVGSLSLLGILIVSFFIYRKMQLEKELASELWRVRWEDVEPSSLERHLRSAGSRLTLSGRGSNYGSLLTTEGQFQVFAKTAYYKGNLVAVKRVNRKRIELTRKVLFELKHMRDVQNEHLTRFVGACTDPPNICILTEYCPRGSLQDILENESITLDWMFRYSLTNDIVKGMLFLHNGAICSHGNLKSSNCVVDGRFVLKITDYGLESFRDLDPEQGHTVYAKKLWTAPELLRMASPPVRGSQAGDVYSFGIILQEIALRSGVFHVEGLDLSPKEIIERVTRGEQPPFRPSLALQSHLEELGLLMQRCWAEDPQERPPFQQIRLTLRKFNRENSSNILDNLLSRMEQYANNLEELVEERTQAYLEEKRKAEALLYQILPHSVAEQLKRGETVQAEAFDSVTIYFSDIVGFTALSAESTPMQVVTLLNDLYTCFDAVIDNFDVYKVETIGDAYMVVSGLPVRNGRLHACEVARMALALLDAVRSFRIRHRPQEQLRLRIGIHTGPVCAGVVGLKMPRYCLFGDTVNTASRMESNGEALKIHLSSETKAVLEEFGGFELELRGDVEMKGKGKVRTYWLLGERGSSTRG
ADAM17 inh – ADAM17 inhibitors, primary screen, biochemical, QFRET; Disintegrin and metalloproteinase domain-containing protein 17 (Homo sapiens), P78536; recombinant ADAM17, EDANS/DABCYL FRET peptide cleavage; inhibition, % at 6.95 µM; actives 0.83% (n = 370,000); AID 720648, 2013;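 active means inhibition above the mean of compounds lying between control limits plus 3 SD, set per campaign, cut at about 8.5% in these data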;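 further: 0% = DMSO-only wells as the low control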
ADAM10 inh – human ADAM10 inhibitors, primary screen, biochemical, QFRET, HTS. AID 720582, 2013. inhibition, % at 7 µM. actives 0.62% (n = 370,000). Disintegrin and metalloproteinase domain-containing protein 10 (Homo sapiens), O14672. recombinant ADAM10, EDANS/DABCYL FRET peptide cleavage, 3 h;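 active means inhibition above a per-campaign cutoff equal to the mean of compounds falling between control-based bounds plus 3 SD, cut at about 20% in these data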;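 further: 0% = DMSO wells while the 100% control is not disclosed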
GAA850 FXN act – FXN promoter activators, primary screen, cell-based, luciferase luminescence, HEK293 lucGAA850. AID 540364, 2011. activation, % at 6 µM. actives 0.56% (n = 360,000). HEK293 lucGAA850 FXN promoter luciferase reporter, 24 h; percent of 10 µM SAHA response;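 active means activation above the average of all compounds screened plus 3 SD, cutoff fixed separately per campaign, cut at about 7.5% in these data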;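 further: 0% = DMSO wells and 100% = 10 µM SAHA wells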
DAX1 inh-1 – DAX1 (NR0B1) inhibitors on StAR promoter, primary screen, cell-based, luminescence, SF-1 (NR5A1), full-length DAX-1. HEK293T StAR-luciferase reporter, SF-1/DAX-1 repression relief. inhibition, % at 6.8 µM. AID 652010, 2013. actives 1.1% (n = 370,000);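 active means inhibition above the mean over all tested compounds plus 3 SD, cut at about 3.6% in these data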;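 further: 0% = DAX-1 cells with DMSO and 100% = cells lacking DAX-1 with DMSO; higher inhibition means more luminescence from relief of DAX-1 repression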
DAX1 inh-2 – DAX1 (NR0B1) inhibitors, primary screen, cell-based, HEK293, Gal4-DAX1, luciferase luminescence. actives 0.99% (n = 340,000). AID 504766, 2011. Nuclear receptor subfamily 0 group B member 1 (Homo sapiens), P51843. inhibition, % at 6.75 µM. HEK293 Gal4-DAX1 luciferase reporter;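 active means inhibition above the mean over all tested compounds plus 3 SD, cut at about 4.2% in these data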;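 further: 0% = DAX1-transfected cells with DMSO and 100% = empty-vector control cells with DMSO; inhibition shows as a rise in luminescence from relieved DAX1 repression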
hgDAF-12 ag – H. glycines DAF-12 receptor agonists, primary screen, cell-based, luminescence, HEK293, GAL4 fusion, UAS-luciferase; Nuclear hormone receptor DAF-12 (Heterodera glycines), GAL4 fusion; HEK293 GAL4-hgDAF12 UAS-luciferase reporter, agonist luminescence; normalized to butyrate control; activation, % at 6.8 µM; actives 1.8% (n = 370,000);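 active means activation above a cutoff set at the mean of all screened compounds plus 3 SD, cut at about 10% in these data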;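 further: 0% = DMSO wells and 100% = sodium butyrate wells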
* = called active by the depositor; x = no result given.

item	Molecule	ssDAF-12 act	hcDAF12 agonist	PG9 Ab binder	SMARCA2 activ	NPR1 activator	ADAM17 inh	ADAM10 inh	GAA850 FXN act	DAX1 inh-1	DAX1 inh-2	hgDAF-12 ag
1	OC(CNCC1COc2ccccc2O1)COCc1cccs1 (stereo not given)	-0.5	-1.2	0.4	-1	3	-6	-1	1.0	0.3	-0.1	4.8
2	Cc1cc(Br)ccc1NC(=O)C(C)c1ccc([N+](=O)[O-])cc1 (stereo not given)	-1.4	-1.7	-4.1	-2	-4	2	17	-0.2	-0.5	-1.7	0.3
3	C=CCOc1ccc(CNc2nccs2)cc1	-0.6	2.5	-0.1	3	10	-3	-9	2.1	0.9	-0.1	3.6
4	Cc1ccc(NC(=O)c2ccc(Cn3cc(Cl)cn3)o2)c(C)c1	-1.4	0.5	2.2	-1	0	3	0	0.1	0.5	1.5	-1.9
5	Cc1cc(C)c(S(=O)(=O)N2CCCCC2)c(C)c1N(C)S(=O)(=O)c1ccccc1	-2.0	-1.7	0.7	-2	1	5	5	-1.2	-1.0	-1.6	-2.4
6	COc1ccc(/C=C2/SC(=S)N(Cc3ccccc3)C2=O)cc1O	-0.9	0.1	1.0	0	-6	0	8	-0.3	0.0	-1.4	-0.7
7	O=C(Cc1ccc(NC(=O)C2CCN(C(=O)C3CC3)CC2)cc1)Nc1ccc(C(=O)N2CCOCC2)cc1	-0.6	1.1	-0.8	-3	1	-5	-12	-1.0	-0.4	1.0	1.1
8	O=C(NCCN1C(=O)S/C(=C\c2ccccc2Cl)C1=O)C1=COCCO1	-1.1	-0.6	-1.6	-1	2	2	-11	-2.4	-0.7	-0.7	-0.5
9	O=C(O)c1ccc2c(c1)N(Cc1cccc(F)c1)C(=O)CS2	-1.1	-1.7	-0.3	-3	-4	8.9*	15	-0.7	0.4	1.5	-5.1
10	CC(=O)Nc1ccc(C(=O)Nc2cc(S(=O)(=O)N3CCOCC3)ccc2N2CCOCC2)cc1	-0.7	-1.1	0.2	3	0	-2	-13	1.5	2.1	1.1	-0.5
11	COc1ccc(NC(=O)C2CC(=O)n3cnnc3S2)cc1 (stereo not given)	-0.7	-0.8	-0.9	-3	7	-2	0	0.0	0.0	0.2	3.2
12	CCCC(=O)OCC(=O)NCc1ccc(Cl)cc1	0.4	-0.7	-1.5	-3	0	3	7	-1.1	-0.7	-0.2	-1.2
13	CCOC(=O)c1c(-c2ccc(OC)cc2)csc1NC(=O)COc1ccc2c(C)cc(=O)oc2c1	-0.8	-2.6	-2.1	2	1	-1	3	0.4	1.0	-0.2	0.2
14	COc1ccc(N2CCN(C(=O)c3ccc4c(c3)CCN4S(=O)(=O)c3ccccc3)CC2)cc1	-1.3	-1.7	-1.7	0	-5	2	8	1.3	-0.2	-0.7	-1.1
15	Cn1nnnc1Sc1ncnc2scc(-c3cc4ccccc4o3)c12	-1.9	-3.9	-2.1	-8	5	0	-2	-8.0	-3.0	-3.8	-11
16	Cc1cc(C)cc(-n2c(=O)c3sccc3n(CC(=O)NCc3ccco3)c2=O)c1	-1.0	-2.4	1.1	2	0	-4	8	2.6	-0.2	1.4	-2.9
17	CC(C)(C)OC(=O)C[C@H]1C/C=C\C[C@H](CC(=O)N[C@H](CO)Cc2ccccc2)C(=O)N[C@@H](Cc2ccccc2)COC1=O	-1.0	-0.2	-0.8	-3	2	12*	9	-1.7	-0.1	-0.3	-1.3
18	CC(=O)OCCC(NS(=O)(=O)OCC(Cl)(Cl)Cl)c1ccccc1 (stereo not given)	-1.5	-0.6	-0.6	1	-2	-3	5	-0.3	0.5	1.3	4.5
19	COCCCNC(=S)NC(=O)c1ccc(C)cc1	0.8	6.2*	-1.3	0	2	3	12	4.2	3.4	0.7	13*
20	O=C(Nc1ccc(NC(=O)C2CC2)nc1)c1ccccc1F	-0.9	3.3	-0.8	8.6*	-2	1	7	2.4	0.5	-0.1	4.4
21	O=C(Nc1ccc2oc(-c3ccccc3)nc2c1)c1ccc2c(c1)OCCO2	-1.7	-2.0	-2.8	-4	7	-52	-229	-1.9	-1.8	-0.6	-4.7
22	Cc1ccc2[nH]c(=O)c(CN(CC3CCCO3)C(=O)c3ccncc3)cc2c1 (stereo not given)	-0.8	-1.6	1.6	0	2	-10	-30	1.0	1.3	-0.6	-1.3
23	CCC(C)NC(=O)c1cnn2c1NC(c1ccc3c(c1)OCO3)CC2C(F)(F)F (stereo not given)	-1.9	-0.8	-0.4	-1	-2	1	5	-2.5	0.6	2.0	-2.9
24	S=C(NCc1ccccc1)N1CCCCC1	-0.4	2.5	1.0	0	3	0	7	-0.5	-1.2	-1.5	0.8
25	COc1ccc2nc(C)c3c(c2c1)OC(C(C)(Cl)Br)C3 (stereo not given)	-1.9	-1.8	-1.4	-3	-7	-8	-17	1.6	-1.3	0.9	0.9
26	Cc1ccc(/C=N/NC(=O)C2CCN(Cc3ccc(F)cc3Cl)CC2)o1	-1.3	-2.5	-0.3	-4	0	1	4	1.3	-0.9	-0.5	-0.6
27	O=C(Nc1cccnc1)c1cccc(S(=O)(=O)N2CCc3ccccc32)c1	-0.7	0.2	1.2	-5	-58	2	-7	0.5	-1.3	-3.5	-1.1
28	CCOc1cc(C(N)=O)cc(Cl)c1OCc1ccccc1	-0.1	1.0	-2.0	-1	15	3	7	2.7	-0.3	0.4	-3.8
29	COc1ccc(N2C(=O)CC(SCC(=O)O)C2=O)cc1 (stereo not given)	-0.9	-0.2	-1.2	1	4	3	11	0.9	0.0	-1.0	0.6
30	O=C1CN(C(=O)CSc2nnc(C3CC3)n2-c2ccccc2)c2ccccc2N1	-0.8	-0.7	1.2	-3	-4	-3	-1	-0.6	-0.6	0.7	-2.0
31	CCOC(=O)CSc1nc2c(sc3ccc([N+](=O)[O-])cc32)c(=O)n1Cc1ccco1	-1.3	3.0	-1.2	0	48*	-1	-5	1.1	-0.2	1.5	-0.3
32	CCn1cc(C(=O)N(C)c2ccc(OC)cc2)c2cc(OC)c(OC)cc2c1=O	-0.3	-0.3	-0.5	1	-13	0	-7	0.0	-0.4	-0.3	-1.8
33	CC1CCc2c(C(=O)Nc3ccc(N4CCOCC4)cc3)csc2C1 (stereo not given)	-1.5	-2.5	1.3	-3	-3	-4	-5	0.6	1.3	-0.6	2.3
34	O=C(NCC(=O)N1CCc2ccccc2C1)c1ccc(Cl)cc1Cl	-1.0	-2.2	0.4	-2	3	7	-1	0.9	-0.2	-0.7	1.1
35	Cc1cc(C)c(NC(=O)CN(C)C(=O)CNC(=O)c2cccs2)c(C)c1	-1.1	-0.4	-2.0	-2	-4	-1	-5	-0.5	0.7	0.7	0.0
36	O=c1c2ccccc2nc2c3ccccc3c(NCc3ccccn3)nn12	-0.2	-1.6	2.9	1	5	-100	-406	1.1	0.1	2.4	3.4
37	CC1CC(C)CN(C(C(=O)NC2CCCCC2)c2cc3ccccc3o2)C1 (stereo not given)	-1.2	1.2	0.8	-1	-9	3	6	x	0.1	x	1.5
38	N=c1c2ccccc2nnn1-c1ccccc1[N+](=O)[O-]	0.1	0.7	1.9	-2	-4	-4	-8	1.9	-1.4	0.1	1.3
39	CC(C)C(=O)Nc1ccc(S(=O)(=O)Nc2nccc(/C=C/c3ccccc3)n2)cc1	-1.5	-2.0	0.1	-1	4	-14	-45	4.2	0.4	0.8	-1.0
40	Cc1ccc(S(=O)(=O)N2CCCCC2)cc1NC(=O)COC(=O)Cc1ccc(Cl)cc1	-0.8	-0.8	-1.0	-1	-3	3	12	1.6	0.0	0.6	1.8
41	O=[N+]([O-])c1ccc2cc[nH]c2c1	-1.7	-0.3	-1.9	0	-3	-5	-16	2.4	-0.2	-1.4	-1.0
42	O=C(N/N=C/c1ccc(O)cc1)/C(=C/c1ccc([N+](=O)[O-])cc1)NC(=O)c1ccccc1	-0.9	-1.5	-1.4	3	-3	-3	-1	-2.3	0.3	-0.8	-0.6
43	O=C(Nc1nccs1)[C@@H]1CC=C[C@@H]2CCN(Cc3ccccc3)C(=O)[C@@H]21	-1.3	-2.5	1.1	0	-1	-7	3	-0.6	-0.3	-1.1	0.1
44	Cc1ccc(CNC(=O)Nc2ccc(Cl)cc2)cc1	-0.3	1.3	-0.9	1	2	-2	10	3.4	5.2*	0.9	2.9
45	Cc1ccccc1COC(=O)CNC(=O)c1sc2ccccc2c1Cl	-1.5	-2.0	1.1	-1	-3	2	5	1.6	-0.9	-0.5	0.8
46	CCCC(C(=O)NCc1ccco1)N(CC1CCCO1)C(=O)CNS(=O)(=O)c1ccc(F)cc1 (stereo not given)	-1.4	-1.0	-0.5	-4	4	-5	-4	0.2	-0.6	1.1	-2.5
47	COc1ccc(C(C(=O)NC(C)(C)C)N(Cc2ccc(F)cc2)C(=O)CCC(=O)Nc2cc(C)on2)cc1 (stereo not given)	-1.1	-3.0	-0.6	2	-17	4	8	-0.2	-0.1	-2.6	0.7
48	CCCNC(=S)N1CCN(CC)CC1	-1.6	-1.8	-0.4	1	1	-1	4	1.2	-0.3	-0.5	-0.2
49	Cc1ccc(S(=O)(=O)N2C[C@H]3C(=O)C[C@@H](c4ccccc4)N(S(=O)(=O)c4ccc(C)cc4)[C@H]3C[C@H]2c2ccccc2Cl)cc1	-1.6	-0.1	-0.4	-3	2	-1	-3	x	0.4	x	0.4
50	COc1ccc(CN(Cc2cccnc2)C(=S)NCCc2ccccc2)cc1OC	-1.8	-1.6	1.1	-3	-7	0	7	-2.0	-0.2	0.4	-0.6
51	CC1(C)CC(=O)c2sc(NS(=O)(=O)c3ccc(F)cc3)nc2C1	-0.6	-0.8	2.8	-4	-1	-3	-8	-0.1	-0.4	0.3	-1.6
52	O=C(Cn1nnc(-c2ccc(F)cc2)n1)Nc1cccc(S(=O)(=O)N2CCCC2)c1	-1.6	-3.1	-0.5	-6	-2	1	9	-0.2	-2.5	-1.1	-0.3
53	CCCCC(=O)NNC(=S)NC(=O)C(c1ccccc1)c1ccccc1	-1.4	-0.8	-0.5	-4	3	2	7	-1.6	-1.0	-1.9	1.3
